# Compound activity deposited in PubChem BioAssay by The Scripps Research Institute Molecular Screening Center.
# GSTO1 counter = inhibitors of recombinant GSTO1, primary screen, counter-screen for RBBP9 inhibitor project, biochemical, fluorescence polarization; Glutathione S-transferase omega-1 (Homo sapiens), P78417; activity-based probe fluorescence polarization; inhibition, % at 5.96 µM; 300,000 tested, 1.1% active;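 active = inhibition above the campaign mean inhibition plus 3 SD, cut at about 35% in these data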;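 also: 0% = GSTO1-1 with DMSO and 100% = wells lacking GSTO1-1 enzyme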
# PAFAH1B3 inh = PAFAH1B3 enzyme inhibitors, primary screen, biochemical, fluorescence polarization, human. inhibition, % at 3.39 µM. Platelet-activating factor acetylhydrolase IB subunit alpha1 (Homo sapiens), Q15102. recombinant PAFAH1B3, FP-rhodamine probe. AID 492972, 2010. 340,000 tested, 0.28% active;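 active = inhibition above the screen-wide average of all tested compounds plus 3 SD, cut at about 25% in these data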;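 also: 0% = enzyme with DMSO only and 100% = wells lacking PAFAH1B3 protein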
# LYPLA2 counter = LYPLA2 inhibitors, primary screen, counter-screen for PME1 inhibitor project, biochemical, fluorescence polarization, FP-Rh probe ABPP. Acyl-protein thioesterase 2 (Homo sapiens), O95372. recombinant LYPLA2. inhibition, % at 5.9 µM. 320,000 tested, 0.38% active. AID 2177, 2009;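 active = inhibition above the screen-wide mean plus 3 SD, limit set per campaign, cut at about 26% in these data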;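 also: 0% = LYPLA2 with DMSO and 100% = wells lacking LYPLA2 enzyme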
# LYPLA1 counter = LYPLA1 inhibitors, primary screen, counter-screen for PME1 inhibitor project, biochemical, fluorescence polarization, FP-Rh probe ABPP; Acyl-protein thioesterase 1 (Homo sapiens), O75608; 320,000 tested, 0.16% active; AID 2174, 2009; recombinant LYPLA1; inhibition, % at 5.9 µM;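 active = inhibition above the mean of all tested compounds plus 3 SD, set per campaign, cut at about 14% in these data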;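 also: inhibitors block serine hydrolase probe labeling of LYPLA1 so polarization falls; 0% = enzyme with DMSO and 100% = wells lacking LYPLA1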
# PAFAH1B2 inh = PAFAH1B2 enzyme inhibitors, primary screen, biochemical, fluorescence polarization, human | Platelet-activating factor acetylhydrolase IB subunit alpha2 (Homo sapiens), P68402 | recombinant PAFAH1B2, FP-rhodamine activity probe | 340,000 tested, 1.2% active | inhibition, % at 3.39 µM;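 active = inhibition above the mean of all tested compounds plus 3 SD, cut at about 24% in these data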;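 also: 0% = enzyme with DMSO and 100% = wells lacking PAFAH1B2; many of its hits are not listed in these tables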
# Target sequence (P68402 whole entry, looked up): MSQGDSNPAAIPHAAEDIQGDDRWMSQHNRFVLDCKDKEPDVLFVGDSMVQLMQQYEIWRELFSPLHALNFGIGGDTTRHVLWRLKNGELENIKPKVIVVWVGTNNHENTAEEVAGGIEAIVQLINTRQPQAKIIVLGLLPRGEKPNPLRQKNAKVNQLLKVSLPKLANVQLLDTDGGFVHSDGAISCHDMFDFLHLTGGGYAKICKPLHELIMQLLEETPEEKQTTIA
# pPAFAH FP inh = pPAFAH enzyme inhibitors, primary screen, biochemical, fluorescence polarization, human | inhibition, % at 3.39 µM | 330,000 tested, 1.5% active | Platelet-activating factor acetylhydrolase (Homo sapiens), Q13093 | recombinant pPAFAH, FP-rhodamine probe fluorescence polarization;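 active = inhibition above the mean inhibition across the screen plus 3 SD, cut at about 25% in these data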;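 also: inhibitors block binding of the rhodamine activity-based probe so polarization drops; 0% = enzyme with DMSO and 100% = wells lacking pPAFAH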
# PAD4 FP inh = human PAD4 inhibitors, primary screen, biochemical, fluorescence polarization, 1536-well format | Protein-arginine deiminase type-4 (Homo sapiens), Q9UM07 | recombinant PAD4, RCA probe fluorescence polarization | inhibition, % at 6.36 µM | 330,000 tested, 0.41% active;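 active = percent inhibition above a cutoff equal to the mean of all tested compounds plus 3 SD, cut at about 15% in these data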;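 also: 0% = PAD4 with RCA probe and DMSO and 100% = probe without PAD4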
# Target sequence (Q9UM07 whole entry, looked up): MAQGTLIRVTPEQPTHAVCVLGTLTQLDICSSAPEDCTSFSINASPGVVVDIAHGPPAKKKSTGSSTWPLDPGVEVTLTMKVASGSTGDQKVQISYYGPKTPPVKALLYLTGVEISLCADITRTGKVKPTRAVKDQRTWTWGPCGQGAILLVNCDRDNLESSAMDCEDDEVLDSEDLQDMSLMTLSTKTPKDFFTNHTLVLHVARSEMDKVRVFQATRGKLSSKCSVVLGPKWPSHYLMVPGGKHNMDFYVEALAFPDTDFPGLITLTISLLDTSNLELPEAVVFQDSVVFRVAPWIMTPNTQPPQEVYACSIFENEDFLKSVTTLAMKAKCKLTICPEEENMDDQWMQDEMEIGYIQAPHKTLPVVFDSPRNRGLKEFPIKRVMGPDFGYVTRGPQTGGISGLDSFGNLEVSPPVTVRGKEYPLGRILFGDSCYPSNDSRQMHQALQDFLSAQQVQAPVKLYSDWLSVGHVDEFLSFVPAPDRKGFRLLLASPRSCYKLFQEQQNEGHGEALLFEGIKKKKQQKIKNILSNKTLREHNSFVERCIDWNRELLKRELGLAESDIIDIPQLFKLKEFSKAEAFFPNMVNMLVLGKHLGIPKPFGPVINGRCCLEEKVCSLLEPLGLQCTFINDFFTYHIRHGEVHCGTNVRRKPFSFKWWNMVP
# PME-1 primary = PME-1 inhibitors via competitive probe labeling, primary screen, biochemical, fluorescence polarization, FP-Rh probe, HTS; recombinant PME-1; inhibition, % at 5.9 µM; 320,000 tested, 0.53% active; Protein phosphatase methylesterase 1 (Homo sapiens), Q9Y570; AID 2130, 2009;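 active = inhibition above the campaign mean of all compounds plus 3 SD, cut at about 26% in these data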;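 also: competitive labeling of PME-1 active site by serine hydrolase directed probe; 0% = PME-1 with DMSO and 100% = wells lacking PME-1 enzyme; inhibitors block probe labeling so polarization falls and inhibition rises; many of its hits are not listed in these tables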
# PAFAH2 FP inh = PAFAH2 enzyme inhibitors, primary screen, biochemical, fluorescence polarization, human | 340,000 tested, 0.99% active | recombinant PAFAH2, FP-rhodamine activity probe | inhibition, % at 3.39 µM;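 active = inhibition above the mean over all tested compounds plus 3 SD, cut at about 30% in these data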;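 also: inhibitors block probe labeling of enzyme so polarization drops; 0% = enzyme with DMSO and 100% = wells lacking PAFAH2 protein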
# Active calls of the source: *; · = no result given. These rows are one share of the data. The share of hits here may be higher or lower than overall.
# Screens in order – GSTO1 counter	PAFAH1B3 inh	LYPLA2 counter	LYPLA1 counter	PAFAH1B2 inh	pPAFAH FP inh	PAD4 FP inh	PME-1 primary	PAFAH2 FP inh
1: O=C(CCS(=O)(=O)c1ccc(Cl)cc1)N1CCN(c2ccc(F)cc2)CC1
  ·	-3	-4	-5	4	6	6	0	27
2: CC(=O)CSc1nc(N)c(C#N)c(-c2cccs2)c1C#N
  -11	8	0	-2	9	7	1	3	-1
3: Cc1cc(C(=O)CSc2nncs2)c(C)n1-c1c(C)n(C)n(-c2ccccc2)c1=O
  24	-2	0	-2	7	-2	-4	0	1
4: N#Cc1c(NC(=O)CSc2nnnn2C2CCCC2)sc2c1CCCC2
  26	6	4	-1	5	-4	-3	1	9
5: CCOc1ccc(NS(=O)(=O)c2ccc(C)c(C(N)=O)c2)cc1
  11	9	-3	3	5	14	-2	-5	3
6: CC1=CC2=NC(=O)/C(=C\c3cccn3CCOc3cc(C)ccc3C)C(=N)N2O1
  -7	2	-35	-21	-6	-4	-2	-37	-1
7: COc1ccc(NS(=O)(=O)c2cn(C)cn2)cc1
  12	-3	3	0	-2	2	3	3	-4
8: CCCNC(=O)c1ccc(C2SCC(=O)N2CCc2ccccc2)cc1 (stereo not given)
  3	5	-9	-3	0	5	3	-4	3
9: N#Cc1c2c(c(NCCN3CCOCC3)n3c1nc1ccccc13)CCCC2
  -1	6	-6	-4	6	2	-5	9	-10
10: CCOC(=O)[C@@H]1[C@H]2COc3ccc(Br)cc3[C@H]2N2C(=O)N(c3ccc(F)cc3)C(=O)[C@]12C
  0	1	-7	-4	1	9	-3	-1	3
11: C=CCN(CC=C)C(=O)C[n+]1ccc(C(N)=O)cc1
  4	4	0	1	1	4	-2	-8	-8
12: Clc1cccc(C2=NOC(c3nnc(-c4ccccc4)o3)C2)c1 (stereo not given)
  2	0	11	-1	4	-7	-5	3	7
13: O=C(O)[C@@H]1CCCN1c1ncnc2sc3c(c12)CCC3
  4	-2	-9	0	5	1	-4	5	-1
14: Cc1ccsc1/C=N/NC(=O)Nc1ccccc1
  3	9	-4	-2	7	1	0	-1	1
15: CCn1cc(/C=C2\SC(=O)N(CC(=O)Nc3ccc4c(c3)OCO4)C2=O)c2ccccc21
  -1	2	7	-3	-2	5	-2	-8	4
16: Cc1ccc2nc(-c3ccncc3)cc(C(=O)Nc3ccc(F)cc3C)c2c1
  -3	1	2	-2	-3	-4	2	-1	0
17: CC1(C)C(Cl)C(=O)C(C(=O)c2ccccc2)C(=O)C1Cl (stereo not given)
  -10	2	-5	-4	10	1	0	-6	0
18: N=c1c(C(=O)NC2CCCC2)cc2c(=O)n3ccccc3nc2n1CCN1CCOCC1
  2	-7	4	1	-2	7	0	-5	-2
19: O=C(CNc1cccc(C(F)(F)F)c1)N/N=C/c1cccc(Br)c1
  8	9	-1	-7	4	4	-6	0	6
20: COC(=O)c1ccc(NC(=O)CSc2nc3[nH]ncc3c(=O)[nH]2)cc1
  5	0	-4	1	1	-7	-2	-2	3

# Further results follow:
# Screens in order – GSTO1 counter	PAFAH1B3 inh	LYPLA2 counter	LYPLA1 counter	PAFAH1B2 inh	pPAFAH FP inh	PAD4 FP inh	PME-1 primary	PAFAH2 FP inh
21: CC(C)(CCl)C(=O)Nc1ccc(OC(F)(F)F)cc1
  -6	6	2	0	3	5	0	-9	1
22: Cc1cc(S(=O)(=O)N2CCCC2)ccc1OCC(=O)N1CCCCC1
  -2	-2	4	6	4	1	5	1	0
23: CCc1nnc(NC(=O)OCc2ccccc2)s1
  -8	8	2	-1	2	6	5	-1	3
24: CC(C)S(=O)(=O)c1cnc(N2CCOCC2)nc1N
  4	1	1	0	5	-1	-2	0	1
25: Cc1ccc(S(=O)(=O)N2C[C@@H]3[C@H]4CC[C@H](C4)[C@@H]3[C@@H](C)C2CC(=O)c2ccccc2)cc1 (stereo not given in full)
  ·	4	·	·	3	1	1	·	3
26: Cc1cc(C)c2c(N)c(C(=O)NN3CC(=O)N(c4ccccc4)CC3=O)sc2n1
  3	8	-4	0	5	2	0	1	0
27: O=C(N/N=C1/CC2C=CCC12)c1ccc(Br)o1 (stereo not given)
  -4	5	-9	2	1	-5	-3	3	6
28: Cc1cccc(C(=O)NC(=S)Nc2ccc(S(=O)(=O)N3CCN(C)CC3)cc2)c1
  3	10	9	-1	3	4	-3	3	-4
29: CCNC(=S)N/N=C/c1ccc(OCC(=O)Nc2ccc(C)cc2)cc1
  4	3	-2	-3	2	5	5	2	-5
30: Cc1nn(CC(=O)N(C)C2CCC(C)CC2)c(C)c1S(=O)(=O)N(C)C (stereo not given)
  ·	4	2	1	7	0	2	-6	0
31: Cc1cccc(OCC(=O)Nc2ccc3c(c2)nc(CCN2CCN(C)CC2)n3C)c1
  4	10	-3	0	3	5	-1	-5	3
32: CCOc1ccccc1C(=O)NCC(=O)NCc1ccc(S(=O)(=O)N2CCOCC2)cc1
  ·	0	1	4	1	-1	-4	3	6
33: Cc1ccc(NC(=S)NC(NC(=O)C(C)(C)C)C(Cl)(Cl)Cl)c(C)c1 (stereo not given)
  3	-9	0	-1	1	4	-1	4	-1
34: CCc1sc(C(=O)Nc2cc(Cl)ccc2N2CCCCC2)cc1C
  3	2	-4	1	-1	-6	5	-3	-5
35: C=C(C)C1CC=C(C)/C(=N/NC(=O)CNc2ccc(OCC)cc2)C1 (stereo not given)
  5	12	-1	-3	7	8	-8	4	8
36: CC(=O)Nc1ccc(NC(=O)CSc2ccc(-c3cccs3)nn2)cc1
  -1	-5	-15	-7	-3	2	-4	-7	0
37: Cc1cn(-c2cccnc2)c(C)c1CNC[C@H]1O[C@@H](n2cnc3c(N)ncnc32)[C@H](O)[C@@H]1O
  ·	-1	·	·	3	0	2	·	-2
38: COc1ccc(C)cc1S(=O)(=O)N(C)CC(=O)NCc1ccncc1
  -2	-3	5	0	2	-2	-3	-3	11
39: CN1CCN(Cc2c(O)ccc3c(=O)c(Oc4ccccc4Cl)c(C(F)(F)F)oc23)CC1
  14	10	-2	0	9	-5	3	4	5
40: C[N+](C)(C)CCCN1C(=O)CCCC1=O
  3	2	-2	1	2	-1	0	-2	6

# Exported with tabs: part of the list above.
item	Compound	GSTO1 counter	PAFAH1B3 inh	LYPLA2 counter	LYPLA1 counter	PAFAH1B2 inh	pPAFAH FP inh	PAD4 FP inh	PME-1 primary	PAFAH2 FP inh
32	CCOc1ccccc1C(=O)NCC(=O)NCc1ccc(S(=O)(=O)N2CCOCC2)cc1	·	0	1	4	1	-1	-4	3	6
33	Cc1ccc(NC(=S)NC(NC(=O)C(C)(C)C)C(Cl)(Cl)Cl)c(C)c1 (stereo not given)	3	-9	0	-1	1	4	-1	4	-1
34	CCc1sc(C(=O)Nc2cc(Cl)ccc2N2CCCCC2)cc1C	3	2	-4	1	-1	-6	5	-3	-5
35	C=C(C)C1CC=C(C)/C(=N/NC(=O)CNc2ccc(OCC)cc2)C1 (stereo not given)	5	12	-1	-3	7	8	-8	4	8
36	CC(=O)Nc1ccc(NC(=O)CSc2ccc(-c3cccs3)nn2)cc1	-1	-5	-15	-7	-3	2	-4	-7	0
37	Cc1cn(-c2cccnc2)c(C)c1CNC[C@H]1O[C@@H](n2cnc3c(N)ncnc32)[C@H](O)[C@@H]1O	·	-1	·	·	3	0	2	·	-2
38	COc1ccc(C)cc1S(=O)(=O)N(C)CC(=O)NCc1ccncc1	-2	-3	5	0	2	-2	-3	-3	11
39	CN1CCN(Cc2c(O)ccc3c(=O)c(Oc4ccccc4Cl)c(C(F)(F)F)oc23)CC1	14	10	-2	0	9	-5	3	4	5
40	C[N+](C)(C)CCCN1C(=O)CCCC1=O	3	2	-2	1	2	-1	0	-2	6

# Carrying on:
# Screens in order – GSTO1 counter	PAFAH1B3 inh	LYPLA2 counter	LYPLA1 counter	PAFAH1B2 inh	pPAFAH FP inh	PAD4 FP inh	PME-1 primary	PAFAH2 FP inh
41: Cc1nn(CC(=O)N2CCC(C)CC2)c(=O)c2cccn12
  4	2	-5	-6	1	4	-5	-4	-2
42: COc1cc(C(F)(F)F)nc2ccc(C#CCOC(=O)Nc3ccccc3)cc12
  -6	-6	-13	-6	-6	-4	-1	-4	-9
43: CCOc1ccccc1N1C(=O)CC(Nc2ccc(N3CCOCC3)cc2)C1=O (stereo not given)
  20	16	8	0	1	17	19*	-1	-3
44: CCNC(=S)N1CCN(c2cccc(C(F)(F)F)c2)CC1
  -1	0	7	4	-2	10	-4	3	-4
45: CS(=O)(=O)N(CC(=O)N1CCN(Cc2ccccc2)CC1)C1CCCCC1
  0	5	8	0	4	7	-4	-2	-2
46: O=C(NCc1ccco1)c1cc(-c2ccncc2)nc2ccccc12
  0	3	2	2	0	1	1	0	3
47: C[C@]12CCC3c4ccc(OCC(=O)O)cc4CCC3C1CCC2=O (stereo not given in full)
  3	5	7	2	18	-2	5	1	0
48: C#CCn1cc(/C=N/Nc2nc3ccccc3[nH]2)c2ccccc21
  -4	24	6	4	16	29*	3	25	23
49: COc1ccc(/C(N)=N/OC(=O)Cc2ccc(C)cc2)cc1
  5	2	3	0	9	6	-2	0	10
50: COc1cc(NC(=O)CCNS(=O)(=O)c2cc(Br)cnc2N)cc(OC)c1
  7	3	0	-9	5	-4	-7	-3	2
51: CC(=O)Nc1ccc(S(=O)(=O)N(C)CC(=O)NC2=NCCS2)cc1
  -1	2	0	0	0	2	-5	3	-2
52: O=C(NCc1ccccc1)c1noc2c1CCCC2
  -3	-5	0	-2	-1	2	-3	3	7
53: O=C(O)c1ccc2c(c1)C(=O)N(c1ccc([N+](=O)[O-])cn1)C2=O
  1	8	2	4	3	0	-1	11	10
54: COc1cccc(/C=C2\SC(=S)N(CCC(=O)NCCc3ccc(O)cc3)C2=O)c1
  -5	-5	-19	-13	0	8	-24	-25	-19
55: O=C(COC(=O)c1ccc(F)cc1F)Nc1ncccn1
  4	4	2	4	3	20	3	3	12
56: CN(C)c1ccc(NC(=O)c2cn(-c3ccccc3)nc2-c2cccs2)cc1
  -14	12	0	-10	4	17	-5	21	3
57: CC(C)(CNc1ccc(S(=O)(=O)C(F)(F)F)cc1[N+](=O)[O-])N1CCOCC1
  -2	3	0	3	5	4	-5	13	5
58: COCCCNC(=O)C1CCC(CNS(=O)(=O)c2ccc3c(c2)CC(C)N3C(=O)C2CC2)CC1 (stereo not given)
  -7	8	2	-3	5	7	-1	-3	-7
59: FC(F)(F)c1cccc(NC(=S)N2CCN(c3cccc(C(F)(F)F)c3)CC2)c1
  -4	12	-3	0	3	0	2	1	-1
60: CCOC(=O)C1=NN(c2ccccc2)C(=O)/C1=C\c1ccc(N(C)C)cc1
  -2	7	2	-5	3	3	3	5	4
